High-throughput results from PubChem.
West Nile virus CPE: inhibition of WNV-induced cytopathic effect – cell-based, CPE readout (AID 1621). one-dose CPE inhibition, % at 10 µM; IC50 in µM for titrated hits. West Nile virus-infected cells, CPE inhibition; higher % means a stronger effect. actives 0.02% (n = 290,000); in the data active = a potency from the dose series; inconclusive = CPE inhibition mostly from about 3.7% at the one dose, without a potency; inactive = the rest, 99 in 100 with CPE inhibition below about 2.2%; also: strong numbers were not always called active
AID2073: disruptors of CaV2.2 binding to Mint1 – biochemical, HTRF (AID 2073). HTRF protein-protein interaction, Mint1-CaV2.2; higher % means a stronger effect. inhibition, % at 20 µM; hits with a dose series show IC50 in µM. actives 0.19% (n = 290,000); in the data active = inhibition mostly above about 51%, no sharp cut-off; inconclusive = no clear call, values can overlap the other calls; inactive = mostly below about 53%; also: some results filed as inactive read as strong as hits
HIV peptide binding: cell-free HIV fusion peptide-binding blockers – biochemical, uHTS, fluorescence dequenching, primary screen (AID 1986); cell-free peptide binding, fluorescence dequenching, 30 min; higher % means a stronger effect; inhibition, % at 20 µM, or IC50 in µM where a hit was titrated; actives 0.3% (n = 290,000); in the data active = inhibition mostly above about 52%, no sharp cut-off; inactive = mostly below about 76%; also: some results filed as inactive read as strong as hits
Dengue-2 NS5 capping: flavivirus cap methylation enzyme inhibition – biochemical, confirmation dose response, primary screen (AID 588689); Dengue-2 NS5 methyltransferase capping enzyme assay, biochemical; higher % means a stronger effect; one-dose inhibition, % at 25 µM; IC50 in µM for titrated hits; actives 0.3% (n = 340,000); in the data active = a potency from the dose series; inconclusive = inhibition above about 29% without an active follow-up result
NOD2 inhibition: inhibition of NOD2-driven NF-kB reporter – cell-based, luminescence, uHTS, HEK293 (AID 1566); HEK293 NOD2/NF-kB luciferase reporter, luminescence; higher % means a stronger effect; one-dose inhibition, % at 4 µM; EC50 in µM for titrated hits; actives 0.63% (n = 290,000); also: many of its hits are not listed in these tables
KOR beta-arrestin-1: KOR agonists, beta-arrestin recruitment, primary screen, cell-based, luminescence, uHTS (AID 1777); KOR beta-arrestin recruitment, luminescence; higher % means a stronger effect; activation, % at 10 µM, or EC50 in µM where a hit was titrated; actives 0.02% (n = 280,000); in the data active = activation above about 50%, passing the limit was not always enough; also: a part of the inactive calls stands beside numbers as strong as those of hits
NOD1 NF-kB reporter: inhibition of NOD1-driven NF-kB reporter – cell-based, luminescence, uHTS, primary screen (AID 1578); NOD1-driven NF-kB luciferase reporter cells, luminescence; higher % means a stronger effect; inhibition, % at 4 µM, or EC50 in µM where a hit was titrated; actives 1% (n = 290,000); in the data active = inhibition mostly above about 36%, no sharp cut-off; inactive = mostly below about 34%;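 also: HEK-293T reporter cells stimulated with the NOD1 agonist gamma-tri-DAP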
Yfh1-depleted yeast: mitochondrial function rescue without frataxin homolog – Friedreich's ataxia, plus single-dose screen, dose response (AID 1465). actives 0.074% (n = 220,000). fold induction at 50 µM, or EC50 in µM where a hit was titrated. S. cerevisiae Yfh1-off respiration, WST-1 reduction, 72 h; higher fold induction means a stronger effect;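 active = fold induction of absorbance versus untreated yeast above a set limit, then at least 30% activation at any dose in follow-up; inconclusive = repeats straddling the limit, or above it without dose testing; inactive = fold induction below the set limit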;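 also: activators that raise dye reduction in frataxin-depleted yeast; strong numbers were not always called active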
KOR beta-arrestin-2: kappa opioid receptor blockers – cell-based, luminescence, uHTS (AID 1778). KOR beta-arrestin recruitment, luminescence, antagonist mode; higher % means a stronger effect. one-dose inhibition, % at 10 µM; IC50 in µM for titrated hits. actives 0.091% (n = 290,000); also: strong numbers were not always called active
Active calls of the source: *; i = inactive; ? = inconclusive; . = no result given; [ ] = dose if it differs, or a comment. Rule as the data show it, unless noted: active = inhibition above about 50%; inactive = the rest. Not all compounds are listed; rates above refer to the full screens.

SMILES | West Nile virus CPE | AID2073 | HIV peptide binding | Dengue-2 NS5 capping | NOD2 inhibition | KOR beta-arrestin-1 | NOD1 NF-kB reporter | Yfh1-depleted yeast | KOR beta-arrestin-2
CCN(CC)S(=O)(=O)c1ccc(N2CCCC2)c(NC(=O)c2ccccc2OC)c1 | 0.8% | 11% | -0.1% | -7% | 6% | -0.1% | -10% | i | 4%
CC(C)CCNC(=O)CN(C(=O)CCC(=O)Nc1ccccn1)c1ccc2c(c1)OCCO2 | 0.1% | 3% | 3.2% | -3% | 10% | -7.9% | 2% | i | 17%
O=C(O)c1nc(Cl)c(Cl)c(N/N=C/c2ccccc2C(F)(F)F)c1Cl | -0.2% | -2% | 20% | 0% | -7% | -0.4% | -24% | . | -39%
CC(=O)c1ccc(-n2c(SCC(=O)c3c[nH]c4ccccc34)nc3ccccc3c2=O)cc1 | 1.3% | 24% | 4.6% | 6% | 26% | -5.0% | 35% | i | -7%
COc1ccc2c(c1OC)C(=O)OC2c1c(O)nc(SC)n(-c2ccccc2)c1=O (configuration not stated) | 0.5% | -1% | 2.0% | 23% | -2% | 4.7% | -26% | i | -18%
COc1cccc(N(CC(=O)N2CCN(c3ccccc3OC)CC2)S(C)(=O)=O)c1 | -0.9% | -3% | -3.3% | -3% | 5% | 0.4% | -5% | i | -2%
CCOc1ccc(N(CC(=O)NC(C)C)C(=O)CCC(=O)Nc2ccccn2)cc1 | -0.1% | 6% | 1.5% | -1% | -2% | 3.2% | -4% | . | -18%
CCN(CC(=O)Nc1ccccc1SC)Cc1nc2ccccc2c(=O)[nH]1 | -0.4% | 10% | -1.2% | -11% | 16% | -1.9% | 5% | i | 27%
CCOC(=O)C1C(=O)CC(C)(O)C(C(=O)OCC)C1c1ccc(N(CC)CC)cc1 (configuration not stated) | -0.5% | -4% | -1.5% | -8% | 3% | -1.1% | -7% | i | 7%
Cc1ccccc1C(=O)Nc1cc(-c2cc(C(C)(C)C)oc2C)nn1C | -1.4% | -26% | -0.5% | -5% | 21% | -4.9% | -4% | i | -20%
N#C/C(=C\c1c(N2CCN(c3ccccc3)CC2)nc2ccccn2c1=O)C(N)=O | -0.8% | 25% | 4.6% | -4% | -3% | 2.1% | 4% | . | 13%
Cc1nnc(SCC(=O)O)s1 | 0.9% | 41% | -0.6% | -3% | -57% | . | -10% | i | -54%[20 µM]
CCn1cnc2cc(NS(=O)(=O)c3ccc(OC)c(OC)c3)ccc21 | -0.2% | 12% | -3.4% | 0% | 0% | 0.3% | -14% | . | 0%
Cc1cc(C(=O)Cn2nc(C(=O)O)c3ccccc3c2=O)c(C)n1CC(F)(F)F | 0.3% | -3% | -0.5% | -7% | -5% | -5.4% | -16% | i | -34%
O=S(=O)(c1ccc(NC(=S)N/N=C/c2cccc(Oc3ccccc3)c2)cc1)N1CCOCC1 | -0.2% | 36% | 0.0% | -5% | -10% | -4.9% | -30% | i | -58%[20 µM]
O=C(c1ccccc1)N1CCN(CC(O)Cn2ccc3ccccc32)CC1 (configuration not stated) | -0.1% | 1% | 0.0% | -3% | 7% | -0.7% | -5% | . | 14%
COc1ccc(C(=O)N(CC2CCCO2)C(C(=O)NCCC(C)C)c2ccc(C)cc2)cc1OC (configuration not stated) | -0.4% | -1% | 0.0% | -4% | 9% | 1.0% | -9% | i | 12%
NC(=O)C1(N2CCCCC2)CCN(C2CC(=O)N(CCc3ccccc3)C2=O)CC1 (configuration not stated) | 0.0% | -5% | -1.4% | . | 8% | -1.2% | -12% | i | 26%
O=C(CCCC(=O)N1CCN(c2ccc([N+](=O)[O-])cc2)CC1)c1ccccc1 | -1.3% | -10% | 0.5% | -1% | -3% | 5.9% | -3% | i | 2%
O=C1C2C3C=CC(C4CC34)C2C(=O)N1CCc1ccccc1 (configuration not stated) | 0.2% | -7% | 0.5% | -10% | 2% | 6.3% | -24% | i | 0%

3 compounds from above, arranged by length of the SMILES, low to high:
SMILES | West Nile virus CPE | AID2073 | HIV peptide binding | Dengue-2 NS5 capping | NOD2 inhibition | KOR beta-arrestin-1 | NOD1 NF-kB reporter | Yfh1-depleted yeast | KOR beta-arrestin-2
Cc1ccccc1C(=O)Nc1cc(-c2cc(C(C)(C)C)oc2C)nn1C | -1.4% | -26% | -0.5% | -5% | 21% | -4.9% | -4% | i | -20%
COc1ccc2c(c1OC)C(=O)OC2c1c(O)nc(SC)n(-c2ccccc2)c1=O (configuration not stated) | 0.5% | -1% | 2.0% | 23% | -2% | 4.7% | -26% | i | -18%
N#C/C(=C\c1c(N2CCN(c3ccccc3)CC2)nc2ccccn2c1=O)C(N)=O | -0.8% | 25% | 4.6% | -4% | -3% | 2.1% | 4% | . | 13%

(further entries)
SMILES | West Nile virus CPE | AID2073 | HIV peptide binding | Dengue-2 NS5 capping | NOD2 inhibition | KOR beta-arrestin-1 | NOD1 NF-kB reporter | Yfh1-depleted yeast | KOR beta-arrestin-2
COC(=O)C(NC(C)=O)(Nc1nc2c(s1)CCCC2)C(F)(F)F (configuration not stated) | 0.3% | -26% | -2.0% | -7% | 9% | -4.4% | 5% | i | 9%
O=C(C1CCCC1)N1CCN(S(=O)(=O)c2ccc(F)c(F)c2F)CC1 | -0.5% | 8% | 0.4% | 2% | 3% | 2.3% | -28% | . | -16%
Clc1cccc(/C=N\Nc2nccs2)c1 | 0.3% | -2% | 2.4% | -7% | -39% | -2.1% | -66% | i | -11%
Cc1ccc(Nc2nc(CSc3nnnn3-c3ccccc3)cc(=O)[nH]2)cc1 | . | 0% | -0.4% | -1% | 20% | -3.4% | -12% | . | -28%
O=C1CN(C(=O)c2ccccc2)C(c2ccccc2)c2cc(F)ccc2N1 (configuration not stated) | -0.9% | 13% | -0.7% | -2% | 14% | -5.8% | 2% | . | 1%
Cc1ccc(OCC(=O)Nc2cccc(-c3nnc(-c4ccccc4)o3)c2)c(C)c1 | 1.0% | 3% | -0.5% | 4% | 17% | -1.0% | -45% | i | -77%
COc1ccc(/C=N/Nc2cc(C)nc(N)n2)cc1 | 0.3% | 20% | -3.0% | 0% | 14% | 9.1% | 19% | i | -25%
Cc1cnc(C)c(N2CCN(Cc3nc(-c4ccccc4)no3)CC2)n1 | -0.9% | 2% | -0.4% | 5% | 9% | -3.9% | -12% | i | -15%
CCn1c(NCc2ccco2)nc2ccccc21 | 0.0% | -10% | 3.3% | -1% | 0% | 4.1% | -29% | i | -14%
Cc1nn(C(C)(C)C)c(NC(=O)c2ccccc2)c1C#N | -0.5% | 41% | -0.1% | -8% | 5% | -5.3% | -6% | . | 16%
CCCCn1c(SCC(=O)N(C)C)nnc1-c1ccncc1 | 0.5% | -11% | -0.7% | -7% | 11% | -1.2% | -20% | i | -44%[20 µM]
CCOC(=O)C1=NNC(C(=O)c2ccccc2)C1c1ccc(C)cc1 (configuration not stated) | 0.3% | 2% | -1.2% | -1% | 28% | 0.3% | 2% | i | 3%
CC(C)(C)CN1C(N)=NC[C@@H]1Cc1ccc(O)cc1 | 0.1% | -7% | -1.4% | -5% | 12% | 0.0% | -10% | i | 28%
CCOc1ccc(N2C(=O)c3cccnc3C2Nc2ccc(Cl)cc2)cc1 (configuration not stated) | 0.2% | 9% | 0.5% | -3% | 17% | -0.7% | -3% | i | 10%
O=C(Nc1ccc(Cl)cc1)Nc1ccccc1CC[N+](=O)[O-] | 0.6% | -1% | -2.2% | -21% | -16% | -1.4% | -10% | i | 13%
Cc1cccc(CN(C(=S)Nc2c(C)cccc2C)c2cccnc2)c1 | 0.1% | -3% | -0.8% | 6% | -23% | 0.1% | -2% | i | 22%
O=C(COc1ccc(S(=O)(=O)N2CCOCC2)cc1Cl)N1CCOCC1 | -0.2% | 15% | -0.6% | -3% | 7% | -0.8% | -23% | . | -59%
CC(C)N(C(=O)CSc1nc(COc2ccccc2)nc2ccccc12)C(C)C | -1.3% | 5% | -1.4% | -15% | 19% | 1.5% | -23% | i | -11%
COc1cc(NS(=O)(=O)c2ccc(NC(=O)CSC3=NCCS3)cc2)nc(OC)n1 | . | 0% | -2.5% | . | -11% | -1.8% | -74% | . | -5%
COc1cc2c(cc1NC(=O)CN1CCN(S(=O)(=O)c3ccccc3F)CC1)oc1ccccc12 | 0.1% | 4% | -2.2% | -10% | 14% | -8.4% | -47% | i | 8%
Clc1ccc(-c2nnc(SCc3cn4ccsc4n3)n2CC2CCCO2)cc1 (configuration not stated) | -0.7% | -9% | 5.9% | -2% | -1% | -3.2% | 6% | i | 19%
CCS(=O)(=O)N1Cc2ccccc2CC1C(=O)Nc1ccccc1OC (configuration not stated) | -0.1% | 15% | -2.0% | -11% | -14% | -0.9% | 6% | i | -12%
CCC(C(=O)N1CCN(c2ccccn2)CC1)n1nc(C)n2c(cc3occc32)c1=O (configuration not stated) | 0.2% | 2% | -0.9% | -36% | -13% | 1.0% | -10% | i | 14%
COc1ccc(N(C(=O)Cn2nnc(-c3ccc(F)cc3)n2)C(C)C(=O)NC2CCCC2)cc1OC (configuration not stated) | 0.9% | 0% | 2.7% | 2% | 10% | -0.6% | 10% | . | -45%
COc1ccc2nc3cc(Cl)ccc3c(Nc3cc(C(C)C)c(O)cc3C)c2c1 | ? | 4% | -5.4% | 2% | 27% | 9.3% | 2% | i | -41%
Cc1ccc(NC(=O)c2cnccn2)c(C)c1 | -0.6% | 7% | 0.6% | . | -18% | 0.7% | -34% | . | -27%
CCOC(=O)c1c(NC(C)=O)sc2c(OCC(O)CN(CC)CC)c(Br)ccc12 (configuration not stated) | -1.5% | 13% | 0.4% | 1% | 14% | -0.9% | -31% | i | -49%
N#CCSc1nc2ccc(N3CCOCC3)cc2c(=O)n1CCc1ccccc1 | 1.3% | 15% | -2.1% | 10% | 13% | -1.1% | -11% | i | 8%
CN1CCN(c2nc(Nc3ccc(O)cc3)nc3ccccc23)CC1 | -1.5% | 7% | -3.9% | 2% | 0% | 1.6% | -34% | i | -47%
COc1ccc(S(=O)(=O)Nc2nnc(Cc3ccc(OC)c(OC)c3)s2)cc1 | 0.3% | -2% | 2.7% | . | 12% | . | -10% | i | -20%[20 µM]
CCC(=O)N(Cc1ccco1)C1CC(=O)N(c2ccccc2)C1=O (configuration not stated) | 0.2% | 8% | 2.1% | 2% | -12% | -0.7% | -40% | i | 24%
c1ccc(CSc2nnnn2-c2ccc3c(c2)OCCO3)nc1 | -0.6% | -10% | -2.3% | -4% | -1% | -0.6% | -10% | i | -5%
O=C(NCC1CCCO1)/C(=C/c1ccccc1)NC(=O)c1ccccc1 (configuration not stated) | -0.3% | -11% | -1.6% | -8% | 11% | 0.8% | 24% | i | -16%
C/C(=C1/SC(=S)N(CCC(=O)O)C1=O)c1ccc(O)cc1 | 0.5% | 0% | 6.4% | 20% | 1% | -2.6% | -3% | i | 28%
COc1ccc(CN(CCN2CCOCC2)C(=O)c2c(F)cccc2F)cc1OC | 0.4% | -6% | -1.9% | 1% | 1% | -3.9% | -30% | i | -18%
Cc1ccc(C2=NN(S(C)(=O)=O)C(c3cccs3)C2)cc1 (configuration not stated) | -0.4% | -4% | -1.1% | -5% | -74% | -0.7% | -32% | i | 19%
